From PubChem BioAssay
RSV CPE inhibition = RSV antiviral activity via CPE protection, HEp-2 cells, primary 10 µM value included (AID 2391); HEp-2 cells, RSV-induced CPE inhibition; higher % means a stronger effect; CPE inhibition, % at 10 µM, or IC50 in µM where a hit was titrated; 310,000 tested, 0.13% active; in the data active means a potency from the dose series; inconclusive means CPE inhibition mostly from about 23% at the one dose, without a potency; inactive means the rest, 99 in 100 with CPE inhibition below about 21%; further: strong numbers were not always called active
NTR1 ag = NTR1-driven beta-arrestin-GFP spot formation – imaging, U2OS cells, high content, primary screen (AID 493036) | activation, % at 20 µM | agonist mode | 330,000 tested, 0.17% active | P30989;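 active means activation at or above 40% of the spot to cytoplasm intensity ratio, with at least 20 cells analyzed; inconclusive means wells under 20 cells, flagged as cytotoxic or low count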;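 further: 0% = DMSO without peptide and 100% = 100 nM NTR1 peptide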
Target sequence (P30989 whole entry, looked up): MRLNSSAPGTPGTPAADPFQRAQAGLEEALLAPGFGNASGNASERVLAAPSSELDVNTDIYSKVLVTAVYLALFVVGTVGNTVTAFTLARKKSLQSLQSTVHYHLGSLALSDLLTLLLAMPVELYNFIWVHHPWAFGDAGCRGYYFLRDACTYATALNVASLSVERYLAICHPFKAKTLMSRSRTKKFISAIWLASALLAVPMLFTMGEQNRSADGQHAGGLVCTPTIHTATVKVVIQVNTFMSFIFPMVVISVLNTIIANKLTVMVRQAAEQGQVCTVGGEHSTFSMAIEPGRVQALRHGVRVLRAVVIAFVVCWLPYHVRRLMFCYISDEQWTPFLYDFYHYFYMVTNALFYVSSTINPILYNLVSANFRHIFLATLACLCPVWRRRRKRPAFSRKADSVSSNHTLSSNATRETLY
K1F lysis inhibition = inhibition of K1F phage lysis, E. coli UTI89, bacterial capsule biogenesis inhibitors, alamar blue (AID 488966) | inhibition, % at 100 µM, or IC50 in µM where a hit was titrated | E. coli UTI89 K1F phage lysis, alamar blue, 2 h; higher % means a stronger effect | 340,000 tested, 0.02% active;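 active means phage lysis inhibition, versus mean bacterial control, above a set limit; inconclusive means no clear call, values can overlap the other calls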;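 further: capsule biogenesis inhibitors block K1F phage lysis so surviving cells raise fluorescence; higher fluorescence means more inhibition of phage lysis; actives were called in the ten point dose series up to 300 µM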
Rac1 GTP hydrolysis = MgcRacGAP GTPase-activating activity inhibitors, confirmation, biochemical, ADP Hunter fluorescence; 340,000 tested, 0.6% active; AID 624330; MgcRacGAP-stimulated Rac1 GTP hydrolysis, ADP Hunter fluorescence; higher % means a stronger effect; GST-tagged Rac1 F28L mutant substrate; one-dose inhibition, % at 30 µM; IC50 in µM for titrated hits;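 active means first-screen hits whose inhibition reached a set limit at any dose in the follow-up dose series; inconclusive means inhibition above the set first-screen limit but never retested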;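 further: fluorescence reports GDP produced by GAP-driven GTP hydrolysis; strong numbers were not always called active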
Salmonella PhoP GFP = PhoP-dependent GFP reporter repression – Salmonella Typhimurium, primary screen (AID 1863); 300,000 tested, 0.16% active; S. Typhimurium PhoP-regulated promoter GFP reporter, 4 h; higher % means a stronger effect; one-dose inhibition, % at 50 µM; IC50 in µM for titrated hits;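 active means inhibition over 29.93%, a cutoff 3 SD above the screen mean, later confirmed by dose response; inconclusive means inhibition over 29.93% but no dose response follow-up; inactive means inhibition at most 29.93% or unconfirmed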;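 further: 0% = low Mg2+ inducing control and 100% = high Mg2+ repressing control; strong numbers were not always called active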
T cell HTS = T cell immune modulators affecting CD8 T cell-vesicle binding. calls only at 7 µM. 2C CD8+ T cell-vesicle binding, flow cytometry; stronger effect = lower value. 330,000 tested, 0.068% active;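 active means response, share of CD8 T cells binding vesicles, and their 90th percentile fluorescence all below set limits, cut at about 80% in these data, passing the limit was not always enough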
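material = purified 2C TCR transgenic mouse naive CD8+ T cells | controls = Unloaded micro-vesicles (low), QL9 vesicles with 0.7% DMSO (high) | detection = cytometric PE anti-B7-1 and Alexa647 anti-CD8 signals after 1% paraformaldehyde fixation | incubation = binding step 1.5 h, 37 °C, antibody labelling 20 min, ice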
Dengue-2 NS5 capping = flavivirus cap methylation enzyme inhibition – biochemical, confirmation dose response, primary screen (AID 588689) | Dengue-2 NS5 methyltransferase capping enzyme assay, biochemical; higher % means a stronger effect | inhibition, % at 25 µM; hits with a dose series show IC50 in µM | 340,000 tested, 0.3% active; in the data active means a potency from the dose series; inconclusive means inhibition above about 29% without an active follow-up result
West Nile antiviral = West Nile virus antiviral activity, cell-based, CPE readout (AID 1621). West Nile virus-infected cells, CPE inhibition; higher % means a stronger effect. one-dose CPE inhibition, % at 10 µM; IC50 in µM for titrated hits. 290,000 tested, 0.02% active; in the data active means a potency from the dose series; inconclusive means CPE inhibition mostly from about 3.7% at the one dose, without a potency; inactive means the rest, 99 in 100 with CPE inhibition below about 2.2%; further: strong numbers were not always called active
SV40 large T antigen = SV40 large T antigen inhibitors, biochemical (AID 1903); SV40 large T antigen ATPase/helicase inhibition assay; higher % means a stronger effect; inhibition, % at 20 µM; hits with a dose series show IC50 in µM; 310,000 tested, 0.39% active; in the data active means a potency from the dose series; inconclusive means inhibition mostly from about 32% at the one dose, without a potency; inactive means the rest, 99 in 100 with inhibition below about 32%; further: strong numbers were not always called active
T cell HTS vesicle-bound % = also measured in T cell HTS; calls as there; double positive events, %; measured here: CD8+ vesicle-bound cell fraction;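 binding gate set so that unloaded-vesicle control wells show 10% double positive cells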
NTR1 ag cell count 20 µM = further read-out of NTR1 ag, marked with its call; cell count; measured here: cell count, cytotoxicity flag
Dengue-2 NS5 capping pilot replicate = second read-out of Dengue-2 NS5 capping, no call of its own (marks repeat the call); inhibition, %; measured here: pilot screen replicate inhibition
Active calls of the source: *; i = inactive; u = inconclusive; x = not tested or not shown; [ ] = another dose, or the depositor's remark.

SMILES	RSV CPE inhibition	NTR1 ag	NTR1 ag cell count 20 µM	K1F lysis inhibition	Rac1 GTP hydrolysis	Salmonella PhoP GFP	T cell HTS	T cell HTS vesicle-bound %	Dengue-2 NS5 capping	West Nile antiviral	SV40 large T antigen	others
Cc1nnc2ccc(N3CCN(C(=O)c4ccccc4)CC3)nn12	2.4%	-1.2	37	-0.2%	8%	-1%	i	12	-2%	-0.3%	1%
c1ccc(-n2ncc3cccnc32)cc1	0.3%	-0.4	55	-0.8%	16%	3%	i	34	7%	1.9%	4%
O=C(O)c1ccc(NS(=O)(=O)c2ccc3c(c2)C2C=CCC2C(c2ccccc2F)N3)cc1 (centres undefined)	x	1.0	34	-0.8%	31%	-39%	x	x	62µM*	0.1%	50%
COc1cc(CC(=O)NC2CCCc3ccccc32)cc(OC)c1OC (centres undefined)	1.5%	-0.6	56	-0.3%	5%	0%	i	12	-2%	-0.7%	3%
Cc1noc(C)c1CSc1nc2ccccc2s1	1.8%	-0.2	48	0.1%	8%	2%	i	50	-5%	0.2%	-3%
CN1CCN(C(=O)/C=C/c2ccc(Cl)c(Cl)c2)CC1	-0.4%	-0.6	48	1.6%[50 µM]	4%	-3%	i	3	3%	-0.5%	8%
CCc1ccccc1N(CC)C(=O)CCc1nc(-c2ccc(C)cc2)no1	19%	8.5	56	0.6%	10%	-10%	i	36	-2%	2.9%	10%
COc1ccc2c(c1)c(C(O)CN1CCN(Cc3ccc4c(c3)OCO4)CC1)c(C)n2C (centres undefined)	-1.4%	1.4	33	3.9%	16%	5%	i	23	u	0.0%	0%
c1cnc(NCCNc2ncccn2)nc1	1.8%	0.3	100	-0.2%	2%	0%	i	34	-7%	-0.3%	2%
COC(=O)c1cccc(NC(=O)c2cc3sccc3n2C)c1	2.4%	1.6	47	8.1%	6%	2%	i	32	1%	1.1%	8%
CN1CCN(S(=O)(=O)c2ccc(N3CCN(S(=O)(=O)/C=C/c4ccccc4)CC3)nc2)CC1	-0.5%	4.1	73	2.3%	6%	-9%	i	33	2%	-0.3%	-3%
Cc1ccc(NC(=O)CN(c2ccccc2)S(=O)(=O)N(C)C)cc1C	0.9%	1.3	42	-0.3%	2%	3%	i	55	-7%	0.0%	2%
CCCCOc1ccc(C(=O)C(CN2CCOCC2)c2ccccc2)cc1 (centres undefined)	-2.2%	0.8	50	0.9%	16%	-6%	i	21	-1%	-1.7%	12%
O=C(CCNC(=O)c1ccccc1)NCc1ccccc1F	4.3%	2.8	50	2.6%[50 µM]	8%	x	i	37	-8%	x	x
CC(OC(=O)CN1C(=O)C2CC=CCC2C1=O)C(=O)Nc1ccc(F)cc1Cl (centres undefined)	2.0%	-0.2	47	0.0%	6%	-3%	i	62	-2%	0.4%	4%
O=c1onc(-c2c(F)cccc2F)n1-c1ccccc1Cl	0.9%	1.2	94	-0.1%	6%	1%	i	52	-5%	-0.4%	9%
CSc1nc(C)cc(C)c1S(=O)(=O)c1ccccc1C	1.2%	0.2	61	0.5%	6%	8%	i	22	-3%	0.6%	-3%
COC(=O)c1nn(-c2cccc(C)c2)c2nnc(Cc3ccc(C)cc3)c(=O)n12	0.9%	3.7	55	1.1%[50 µM]	10%	2%	i	44	-6%	1.1%	10%
COc1ccc(-c2noc(CCC(=O)NCCN3CCN(c4ccccc4F)CC3)n2)cc1	8.6%	1.6	62	-0.2%	7%	-6%	i	43	-6%	-0.7%	4%
CCc1ccc(NC(=O)c2cc(CC(C)C)on2)cc1	3.5%	3.7	86	-1.6%	6%	4%	i	33	1%	0.1%	2%
C=C(C)Cn1c(C2CC(=O)N(c3ccccc3F)C2)nc2ccccc21 (centres undefined)	1.4%	-2.2	92	-0.1%	0%	1%	i	27	-1%	0.1%	3%
CCC(O)(CC)C(=O)N=Nc1c(O)[nH]c2ccccc12	0.7%	0.8	61	0.8%	8%	0%	i	37	-4%	-0.3%	2%
COc1ccc(C2C([N+](=O)[O-])=C(C)N(C)C(=O)N2C)cc1OC (centres undefined)	-0.3%	2.0	52	1.3%	5%	5%	i	58	1%	-0.3%	-4%
O=S(=O)(NCCCc1ccccc1)c1ccc(Cl)cc1	2.3%	0.9	70	-0.2%[50 µM]	0%	-7%	i	4	-5%	-0.4%	2%
CN(C(=O)c1ccno1)c1nnc(-c2cccnc2)s1	1.0%	3.3	16	4.8%	13%	3%	i	38	-3%	-0.1%	15%
O=C(CSc1ncn[nH]1)N/N=C/c1ccc(F)cc1	1.1%	0.1	61	0.0%	8%	6%	i	7	-1%	0.4%	1%
COc1ccc(Br)c(C(=O)Nc2cccc(S(=O)(=O)N3CCOCC3)c2)c1	1.2%	0.0	56	0.6%[50 µM]	2%	x	i	33	-3%	x	x
CCOC(=O)C1=C(C)N(c2ccccc2)C(=O)/C1=C\c1cccs1	1.4%	4.2	64	0.3%	6%	5%	i	42	5%	0.1%	-1%
COc1cccc(C(=O)OCC(=O)NC2CCCc3ccccc32)c1O (centres undefined)	x	-0.9	56	1.3%[50 µM]	6%	x	x	x	6%	x	x
COc1ccc(C(=O)CC(=O)C(=O)NCCc2cccc(C)c2)cc1	-0.1%	2.2	66	-0.1%[50 µM]	-20%	3%	i	34	-1%	-0.4%	-2%
CCC(Oc1ccc(F)cc1)C(=O)N1CCCCCCC1 (centres undefined)	0.3%	-0.4	48	0.2%	8%	1%	i	56	-5%	-0.6%	28%
OCCNc1nc(Nc2ccccc2C(F)(F)F)nc(N2CCCC2)n1	1.9%	1.6	62	-0.9%	8%	7%	i	12	-3%	-0.5%	-1%
O=C(Oc1ccccc1N1CCOCC1)c1sccc1Br	x	3.1	38	0.0%	12%	-11%	i	47	5%	0.5%	22%
COc1cc(NC(=S)NC(=O)c2ccc(F)cc2)ccc1NC(=O)c1ccco1	2.5%	-0.6	37	1.9%	6%	2%	i	40	-1%	-0.6%	5%
COc1ccc(C)cc1NC(=O)c1sc2ncn(CC(=O)N3CCCCC3)c(=O)c2c1C	-0.3%	2.5	84	0.3%	5%	0%	i	7	-4%	0.8%	7%
CCc1nnc(NC(=O)CCS(=O)(=O)c2ccc(C)cc2)s1	-1.0%	-1.2	45	2.1%[50 µM]	-1%	-9%	i	27	-4%	x	1%
O=C(N/N=C/c1c(O)ccc2ccccc12)c1ccc(CO)nc1	11%	8.2	50	0.1%	18%	-6%	i	44	-8%	u	5%
COc1cc(C(=O)NC2CCN(CC(=O)NC3CCCCC3C)CC2)cc(OC)c1OC (centres undefined)	1.0%	3.4	55	0.2%	6%	-6%	i	18	3%	-1.0%	4%
O=C(Nc1cccnc1)c1ccccc1Cl	0.3%	-0.6	63	0.3%	13%	1%	i	10	3%	0.0%	9%
CC12CCC(C(=O)Nc3cccc(Cl)c3Cl)([C@H](Br)C1=O)C2(C)C (some centres undefined)	0.7%	0.5	42	1.3%	6%	x	i	33	-4%	0.6%	13%
Cc1ccc(N=C2NC(=O)/C(=C/C=C/c3ccco3)S2)cc1	1.8%	x	x	-2.5%	17%	-11%	i	30	-7%	-0.7%	21%
O=C1c2ccccc2C(=O)c2c1cccc2N1CCCC1	2.1%	x	x	0.4%	11%	18%	i	37	13%	-1.1%	6%
COc1ccc(NC(=O)C(c2ccccc2)N(C)C(=O)CNC(C)=O)cc1 (centres undefined)	0.0%	-0.7	87	0.0%	-2%	-1%	i	50	-5%	0.0%	3%
COc1cccc(-c2nnc(SCC(=O)N3CCCc4ccccc43)o2)c1	12%	0.8	56	-0.2%	15%	-1%	i	33	3%	0.1%	3%
CCN(CC)c1nc(Nc2ccccc2)nc(Oc2ccc(C(=O)OC)cc2)n1	1.1%	9.2	57	3.0%	10%	9%	i	27	-10%	0.2%	-3%
COc1cc(S(=O)(=O)Nc2ncn[nH]2)ccc1Cl	1.3%	0.1	40	0.3%	-1%	4%	i	16	4%	0.5%	1%
Cn1c(-c2ccccc2)cnc1SCC(=O)NCc1ccco1	1.2%	1.0	55	4.1%	3%	15%	i	33	2%	-0.5%	12%
O=C(c1cccs1)N1CCN(C23CC4CC(CC(C4)C2)C3)CC1	-0.8%	1.0	59	-0.3%[50 µM]	5%	4%	i	38	-6%	-0.7%	9%
O=C(O)CNC(=O)c1ccc(OC(F)F)cc1	2.1%	0.9	48	0.1%	3%	1%	i	15	-2%	-0.8%	x
c1ccc(-c2csc(N3CCCCCC3)n2)cc1	3.7%	4.3	63	1.3%	2%	3%	i	38	-4%	0.3%	13%
O=C(CSc1ccc(F)cc1)NC(=O)NCc1ccccc1	3.2%	-0.3	50	0.4%	4%	-3%	i	51	1%	0.6%	7%
CCN(CC(=O)NCc1ccc(Cl)cc1)C(=O)/C=C/c1cc(OC)c(OC)c(OC)c1	1.7%	0.4	49	0.0%	7%	9%	i	19	10%	-0.5%	5%
Cc1ccc(N(CN2C(=O)C3C4CCC(C4)C3C2=O)C(=O)c2ccco2)cc1 (centres undefined)	0.6%	0.4	57	0.3%	-1%	-4%	i	28	2%	-0.2%	13%
Nc1c(S(=O)(=O)c2cccs2)c2nc3ccccc3nc2n1Cc1ccccc1	5.3%	15	75	0.4%	6%	-9%	i	59	-13%	0.4%	2%	Dengue-2 NS5 capping pilot replicate=3.5
CCOC(=O)C1(Cc2ccccc2)CCN(Cc2csc(C(C)=O)c2)CC1	-2.8%	1.7	38	0.2%	3%	-9%	i	60	-7%	-1.1%	5%
O=C(CSc1nc(C(F)(F)F)cc(=O)[nH]1)Nc1ccc2c(c1)OCCO2	-1.1%	-0.4	60	1.3%[50 µM]	8%	3%	i	37	-11%	x	11%
CCCn1c(SCC(=O)Nc2ccccc2N2CCCCC2)nc2c1c(=O)n(C)c(=O)n2C	u	8.0	36	1.0%	6%	6%	i	32	-1%	0.3%	14%
CCc1noc(C)c1C(=O)Nc1cc(Cl)ccc1N1CCOCC1	-1.2%	1.2	48	1.5%[50 µM]	2%	-5%	i	53	6%	x	17%
